DAT uptake mod: changed hDAT dopamine uptake under cocaine IC80, either direction, primary screen, cocaine antagonist project, cell-based, LLC-PK1 hDAT, [14C]-dopamine uptake, MLSMR; LLC-PK1 hDAT cells, [14C]-dopamine uptake with cocaine IC80; actives deviate in either direction; B-score at 10 µM; 110,000 compounds, 1.3% hits;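 active means Z score or B-score, a plate-position-corrected score, falls beyond the plate's 99.7% confidence bounds, in either direction; inactive means both scores lie inside the 99.7% bounds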;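 further: scored against the spread of the other compound wells on the same plate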
Target sequence (Q01959 whole entry, looked up): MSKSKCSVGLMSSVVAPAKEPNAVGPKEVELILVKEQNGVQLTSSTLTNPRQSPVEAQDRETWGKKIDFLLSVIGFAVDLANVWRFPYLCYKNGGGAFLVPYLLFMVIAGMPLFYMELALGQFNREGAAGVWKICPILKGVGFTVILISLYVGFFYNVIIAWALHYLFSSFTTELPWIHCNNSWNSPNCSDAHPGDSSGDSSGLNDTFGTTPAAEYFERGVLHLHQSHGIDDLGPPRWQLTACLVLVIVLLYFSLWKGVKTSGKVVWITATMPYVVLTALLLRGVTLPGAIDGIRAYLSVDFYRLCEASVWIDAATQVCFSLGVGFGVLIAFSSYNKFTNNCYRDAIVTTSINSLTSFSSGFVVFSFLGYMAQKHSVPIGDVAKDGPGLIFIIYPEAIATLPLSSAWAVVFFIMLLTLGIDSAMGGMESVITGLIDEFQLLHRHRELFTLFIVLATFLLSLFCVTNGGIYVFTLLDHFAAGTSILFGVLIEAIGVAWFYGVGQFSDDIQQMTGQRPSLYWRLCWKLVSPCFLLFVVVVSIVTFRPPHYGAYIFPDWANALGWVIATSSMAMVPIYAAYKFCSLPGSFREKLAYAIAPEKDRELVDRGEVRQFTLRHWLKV
HUVEC prolif 384: inhibitors of HUVEC proliferation, primary screen, cell-based, 384-well. viability, % at 10 µM (by protocol). 86,000 compounds, 1.1% hits. AID 648, 2007. CellTiter-Glo luminescence, 72 h; stronger effect = lower value;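 active means viability at or below 30%; inactive means viability above 30%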;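 further: 100% = median luminescence of DMSO-only cell control wells on each plate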
PostGolgi yeast: phenotypic screen on post-Golgi transport, primary screen; post-Golgi transport phenotypic cell assay; inhibition, % at 10 µM; 98,000 compounds, 0.9% hits; AID 739, 2007;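 further: yeast cells grown in 1536-well plates; yeast grown about 18 h at 30C before absorbance read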
Fibroblast inh: antiproliferative effect on LL 47 fibroblasts – human, LL 47 cells, CellTiter-Glo luminescence, primary screen. 85,000 compounds, 1.1% hits. AID 719, 2007. LL 47 human lung fibroblast viability, ATP luminescence; stronger effect = lower value. viability, % at 10 µM;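 active means viability at or below 50% in the single dose screen; inactive means viability above 50%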;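 further: compound exposure lasted 72 h before the ATP readout; 100% = median luminescence of untreated cell-only wells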
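Benchmarks: Cell-only wells, no compound | Test system: LL 47 human lung fibroblasts, passage 12 or lower | Input: 1,150 cells/well | Measured by: CellTiter-Glo luminescence measuring cellular ATP | Medium: IMEM, 15% FBS supplement | Schedule: Overnight attachment after seeding, then 72 h compound exposure at 37 °C | Doses: Compound addition at 0.1% DMSO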
S1P2 ag: S1P2 receptor agonists, primary screen, cell-based; S1P2-expressing cell line, agonist reporter read-out; activation, % at 4.5 µM; 97,000 compounds, 0.46% hits; AID 729, 2007; Sphingosine 1-phosphate receptor 2 (Homo sapiens), O95136; in the data active means activation above about 16%;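 further: 0% = vehicle low control and 100% = maximal reference agonist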
Target sequence (O95136 whole entry, looked up): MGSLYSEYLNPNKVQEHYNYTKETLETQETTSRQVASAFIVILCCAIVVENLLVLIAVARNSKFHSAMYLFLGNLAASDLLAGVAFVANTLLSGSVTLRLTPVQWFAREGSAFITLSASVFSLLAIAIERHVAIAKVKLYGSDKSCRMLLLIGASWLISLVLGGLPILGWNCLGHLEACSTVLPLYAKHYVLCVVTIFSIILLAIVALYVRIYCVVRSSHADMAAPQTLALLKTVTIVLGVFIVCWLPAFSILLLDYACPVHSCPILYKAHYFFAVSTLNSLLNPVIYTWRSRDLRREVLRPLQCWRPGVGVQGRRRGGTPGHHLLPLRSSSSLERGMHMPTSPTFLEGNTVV
Ecoli WT expand: growth inhibitors of wild-type E. coli, primary screen, strain BW25113, expanded library, OD600; OD600 absorbance; growth inhibition, % at 100 µM; 98,000 compounds, 0.15% hits;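 active means growth inhibition above about 50% at one test dose, limit read from the data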;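 further: growth measured after 20 h incubation at 37 °C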
PostGolgi ctrl: growth inhibition of yeast control strain, primary screen, counter-screen for post-Golgi transport modulator project. efflux-deficient yeast background strain, growth absorbance A615, 16 h. inhibition, % at 10 µM. 98,000 compounds, 5% hits
H69AR inhibit: proliferation blockers of H69AR lung cancer cells, primary screen, cell-based, human, 86K library; H69AR lung tumor viability, ATP luminescence, 72 h; stronger effect = lower value; viability, % at 10 µM; 85,000 compounds, 6% hits;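 active means viability at or below 40%; inactive means viability above 40%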;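 further: multidrug resistant small cell line overexpressing MRP-1 efflux transporter; 100% = mean luminescence of untreated control wells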
S1P2 antag: human S1P2 receptor antagonists, primary screen, cell-based. Sphingosine 1-phosphate receptor 2 (Homo sapiens), O95136. cell-based S1P2 antagonist assay, inhibition at 5 uM. inhibition, % at 5 µM. 97,000 compounds, 0.21% hits. AID 736, 2007; in the data active means inhibition above about 45%;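 further: CRE beta-lactamase reporter cells expressing human S1P2 stimulated with S1P; 0% = agonist at EC80 alone and 100% = agonist plus reference antagonist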
An asterisk follows results filed as active; x = no result given. Unless noted, no stated cut-off is given here; in the data, active means inhibition above about 30%; inactive means the rest.

compound	H69AR inhibit	Fibroblast inh	PostGolgi yeast	Ecoli WT expand	HUVEC prolif 384	S1P2 ag	S1P2 antag	PostGolgi ctrl	DAT uptake mod
CCc1nc2oc3ccccc3c(=O)c2c(=O)n1CCOC	92	94	0	-8	92	-4	2	19	-0.38
Cc1noc(C)c1COC(=O)Cc1ccc(Cl)cc1	104	x	-4	-4	108	-6	-4	7	0.48
CCN1CCN(CNC(=O)c2cnccn2)CC1	93	100	0	2	101	-6	-6	2	0.61
CCCCSc1nc2ccc(Nc3nc(N4CCOCC4)nc(N4CCOCC4)n3)cc2s1	47	98	1	-9	64	-1	-3	9	-0.56
O=C(Oc1nsnc1N1CCOCC1)N(c1ccccc1)c1ccccc1	84	x	15	-24	93	-3	-2	30*	1.8
O=C(OCn1nnc2ccccc2c1=O)C1=COCCO1	100	93	-7	6	109	x	x	-3	-0.4
CCOC(=O)c1cc2ccccc2n1CCN(CC)CC	82	96	-4	10	79	1	-4	24	0.01
CCOc1ccc(S(=O)(=O)Nc2ccccc2C(=O)NCc2ccco2)cc1	75	94	3	-3	96	-4	-11	18	0.75
COc1ccc(-c2nc(CSCC(=O)N3CCc4ccccc4C3)c(C)o2)cc1OC	88	100	6	0	108	x	x	21	1.9*
Cc1ccc(-n2nnnc2-c2cnc(-c3cccnc3)nc2C(F)(F)F)cc1	x	x	2	4	x	-2	21	8	1.7
CCCCN(C)C(=O)c1sc2ncn(CC)c(=O)c2c1C	x	x	-1	0	x	-4	-8	17	-0.76
N#CCSc1nccc(-c2cc(Cl)sc2Cl)n1	88	100	-4	-1	81	-5	0	26	1.4
COc1ccccc1-n1c(CNC(=O)COc2ccccc2)n[nH]c1=S	92	94	-4	1	95	1	-26	-3	-0.69
CC(=NCCCNC1CCCCC1)C1=C(O)CC(C)(C)CC1=O	x	x	4	0	x	-2	-6	0	-0.91
CS(=O)(=O)N(CC(=O)Nc1cccnc1)c1ccc2c(c1)OCO2	x	x	-1	-3	x	-5	-2	11	-0.7
CCCN1CCN(C(=O)CN2C(=O)CC(C)(C)S(=O)(=O)c3ccccc32)CC1	91	98	-8	2	105	-5	9	0	-1
CCOC(=O)C1=C(c2ccccc2)Nc2ncnn2C1c1cccc(OC)c1OC (configuration not stated)	39*	91	5	-2	88	-8	2	1	-0.81
O/N=C/c1ccccc1OCc1ccccc1Cl	x	x	-2	2	x	-4	8	15	-0.29
CC(CO)N1CCS(=O)(=O)CC1 (configuration not stated)	94	100	4	0	100	-6	6	-6	1.4
Cc1c(Cl)cccc1NC(=O)C1NC(=O)CC1c1ccccc1 (configuration not stated)	106	103	-2	-1	106	-4	0	-4	0.42
CCc1ccc(N2CC(C(=O)NCc3ccc4c(c3)OCO4)CC2=O)cc1 (configuration not stated)	107	100	1	-15	85	1	-6	5	-0.53
COc1ccc(C2SCC(=O)N2CCCN(C)C)cc1 (configuration not stated)	82	98	-5	4	91	0	-18	6	-1.3
CCOC(=O)C1=C(C)OC(N)=C(C#N)C1c1cc2ccccc2nc1N1CCCCC1 (configuration not stated)	84	89	-4	6	92	-3	-25	12	0.51
CCC(C)NC(=O)C(CCSC)NC(=O)c1ccccc1 (configuration not stated)	110	108	-2	-4	106	-4	-30	5	-0.53
CCN(CC)S(=O)(=O)c1ccc(-c2nnc(SCC(=O)Nc3nc(C)cs3)o2)cc1	72	62	-25	-1	88	-4	19	3	-0.0034
Cc1cc(C(=O)OCC(=O)c2c(N)n(C)c(=O)n(C)c2=O)c(C)o1	81	101	5	2	106	-8	6	10	1.3
CCOC(=O)c1cn2cccnc2n1	100	110	0	-12	101	-1	6	7	0.0036
COc1cc2c(cc1OC)-c1cc(NC3CCCCCCC3)nc(=O)n1CC2	x	104	2	3	74	50*	-6	14	1.7
O=C(NCc1nnc(SCC(=O)N2CCCCCC2)o1)c1ccco1	97	102	1	9	99	-1	-6	-1	-1
COc1ccc(C2C(C(C)=O)=C(O)C(=O)N2c2ccc(Br)cn2)cc1 (configuration not stated)	x	x	-8	-11	x	-4	5	6	-0.63
CCOC(=O)c1cc2c(C)n(-c3ccc(OCC)cc3)c(C)c2ccc1=O	x	x	0	8	x	-3	27	5	0.78
CN1CCN(Cc2c(C#N)c3ccccc3n2C)CC1	83	94	1	9	93	x	x	4	0.21
COc1ccc(S(=O)(=O)Nc2ccccc2C(=O)OC2CCCN(C)C2)cc1OC (configuration not stated)	91	95	4	0	93	-6	16	-1	1.4
O=C(c1ccco1)N1CCN(C(c2ccccc2)c2nnnn2C2CCCC2)CC1 (configuration not stated)	91	101	x	x	108	-1	1	x	0.87
CC(C)OCCCN1C(=O)c2[nH]nc(-c3ccccc3O)c2C1c1cccc(Cl)c1 (configuration not stated)	6.5*	86	12	-4	5.7*	-5	-14	18	-1.7
Cn1c2ccccc2c2nn(-c3ccccc3)c(=O)cc21	85	102	3	1	96	x	x	2	0.22

Single values from the results shown.
CCN(CC)S(=O)(=O)c1ccc(-c2nnc(SCC(=O)Nc3nc(C)cs3)o2)cc1 in DAT uptake mod shows -0.0034
COc1cc2c(cc1OC)-c1cc(NC3CCCCCCC3)nc(=O)n1CC2 in S1P2 ag shows 50*

Later entries:
compound	H69AR inhibit	Fibroblast inh	PostGolgi yeast	Ecoli WT expand	HUVEC prolif 384	S1P2 ag	S1P2 antag	PostGolgi ctrl	DAT uptake mod
C/C(Cn1nnc([N+](=O)[O-])n1)=N\NC(=O)c1cccc(Cl)c1	x	x	1	13	x	-5	-18	2	0.13
Cc1ccc(CCNS(=O)(=O)c2ccc(C)cc2)cc1	100	104	5	15	93	-3	1	20	0.012
COc1ccc(CCN(C)CCCC(C#N)(c2cc(OC)c(OC)c(OC)c2)C(C)C)cc1OC (configuration not stated)	85	90	x	x	94	x	x	x	-0.51
CCn1nc(NS(=O)(=O)c2ccccc2)c2cc3cccc(C)c3nc21	93	98	5	-1	83	-6	-2	2	-0.024
Cc1nc2sc(C#N)c(N)c2c2c1CCCC2	92	97	-1	-1	97	-1	-17	5	0.075
Cc1nc2c(-c3ccccc3)c(C)nn2c(C)c1CCC(=O)N1CCOCC1	58	88	-6	-2	93	-1	-19	14	1
COc1cc2c(cc1OC)CN(Cc1ccc(C)s1)CC2	91	96	-1	8	96	-5	-9	43*	-0.012
O=C1c2oc3ccc(Br)cc3c(=O)c2C(c2cccc(F)c2)N1CCO (configuration not stated)	87	114	-6	-1	107	-9	15	-1	0.032
CCn1nc(C(=O)Nc2ccccc2C)c(Cl)c1Cl	x	x	-6	0	x	-10	15	2	x
O=C(OCCCCN1C(=O)c2ccccc2C1=O)c1n[nH]c2ccccc12	55	x	0	3	103	-6	4	28	-0.15
O=C(Oc1ccc2c(=O)c(Cl)coc2c1)c1cccnc1	102	103	10	0	99	-5	9	13	-0.55
COc1ccc(/C=N/NC(=O)c2ccc3ccccc3c2)cc1OS(=O)(=O)c1ccc(NC(C)=O)cc1	x	x	4	-9	x	-8	-15	-8	0.94
C=CCn1c(SCc2nc3ccccc3nc2C)nnc1-c1ccoc1C	89	104	-6	-1	94	-2	-11	7	0.61
Cc1ccc(S(=O)(=O)N(CC(O)CN2CCOCC2)c2cc(Cl)ccc2Cl)cc1 (configuration not stated)	82	101	2	4	98	-6	15	15	-0.19
Cc1ccc(S(=O)(=O)N/N=C\c2ccc([N+](=O)[O-])o2)cc1	x	x	-2	35	x	-8	1	10	-1.9
Cc1csc(NC(=O)C2CCCO2)n1 (configuration not stated)	107	98	-5	3	96	-3	11	1	-0.52
COCCN1C(=O)c2oc3cc(C)c(C)cc3c(=O)c2C1c1cccc(O)c1 (configuration not stated)	92	107	x	x	105	2	5	x	0.63
CCOC(=O)c1sc(N)c(C#N)c1COC(=O)CNC(=O)c1cc(OC)c(OC)c(OC)c1	x	x	-1	-4	x	0	-12	20	0.8
O=C1CN(c2nnnn2-c2ccccc2)CCN1	88	104	0	-6	94	-2	16	23	-0.84
CCCc1nc2oc(C(=O)c3ccccc3)c(N)c2c2c1COC(C)(C)C2	5.7*	40*	22	0	47	-1	-11	13	0.026
CS(=O)(=O)Nc1ccccc1C(=O)N1CCCC1	97	110	-4	-4	97	-4	-40	8	0.17
O=C(CCl)NNc1cccc(Cl)n1	x	x	2	-11	x	-3	0	2	-0.08
CCOc1ccc(S(=O)(=O)N(C)c2ccc(OCC(=O)N3CCOCC3)cc2)cc1	93	96	4	-1	83	-2	-11	19	-0.057
COc1ccc(Cl)cc1N1C(=O)[C@@H]2C(c3cccc(OC)c3OC)=NO[C@@H]2C1=O	93	100	6	-5	99	-9	-29	-1	-0.67
COc1ccc(CNC(=O)c2cc3c(=O)n4ccccc4nc3n(Cc3cccnc3)c2=N)cc1	27*	91	3	-1	88	0	6	-1	0.58
COc1cccc(NC(=O)C2CCN(Cc3cnn(-c4ccccc4)c3-n3cccc3)CC2)c1	58	93	-1	-4	68	-4	13	20	0.62

Molecules above that contain a Cl atom, in the order listed:
compound	H69AR inhibit	Fibroblast inh	PostGolgi yeast	Ecoli WT expand	HUVEC prolif 384	S1P2 ag	S1P2 antag	PostGolgi ctrl	DAT uptake mod
Cc1noc(C)c1COC(=O)Cc1ccc(Cl)cc1	104	x	-4	-4	108	-6	-4	7	0.48
N#CCSc1nccc(-c2cc(Cl)sc2Cl)n1	88	100	-4	-1	81	-5	0	26	1.4
O/N=C/c1ccccc1OCc1ccccc1Cl	x	x	-2	2	x	-4	8	15	-0.29
Cc1c(Cl)cccc1NC(=O)C1NC(=O)CC1c1ccccc1 (configuration not stated)	106	103	-2	-1	106	-4	0	-4	0.42
CC(C)OCCCN1C(=O)c2[nH]nc(-c3ccccc3O)c2C1c1cccc(Cl)c1 (configuration not stated)	6.5*	86	12	-4	5.7*	-5	-14	18	-1.7
C/C(Cn1nnc([N+](=O)[O-])n1)=N\NC(=O)c1cccc(Cl)c1	x	x	1	13	x	-5	-18	2	0.13
CCn1nc(C(=O)Nc2ccccc2C)c(Cl)c1Cl	x	x	-6	0	x	-10	15	2	x
O=C(Oc1ccc2c(=O)c(Cl)coc2c1)c1cccnc1	102	103	10	0	99	-5	9	13	-0.55
Cc1ccc(S(=O)(=O)N(CC(O)CN2CCOCC2)c2cc(Cl)ccc2Cl)cc1 (configuration not stated)	82	101	2	4	98	-6	15	15	-0.19
O=C(CCl)NNc1cccc(Cl)n1	x	x	2	-11	x	-3	0	2	-0.08
COc1ccc(Cl)cc1N1C(=O)[C@@H]2C(c3cccc(OC)c3OC)=NO[C@@H]2C1=O	93	100	6	-5	99	-9	-29	-1	-0.67
